From PubChem
RBBP9 inh: inhibitors of human serine hydrolase RBBP9; recombinant RBBP9, FP-Rh probe fluorescence polarization; inhibition, % at 7.94 µM; 220,000 compounds, 0.2% hits; AID 1515;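 active means inhibition above the campaign mean of all tested compounds plus 3 SD, cut at about 14% in these data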;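 further: plate controls were DMSO wells with RBBP9 for no effect and wells lacking RBBP9 protein for full effect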
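System: RBBP9 protein / Buffer or medium: Tris/NaCl buffer pH 8.0 with 0.1% Pluronic / Probe or stimulus: Serine-hydrolase probe FP-Rh, 375 nM pre-mixing / Dosing: 7.94 µM single dose, 0.794% DMSO / Times: enzyme-compound preincubation 30 min, then probe labeling 45 min, 25 °C / Technique: fluorescence polarization (mP), excitation 525 nm, emission 598 nm / Replication: singlicate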
PGE2 EP2 inh: inhibitors of human EP2 prostaglandin E2 receptor; C6 glioma cells expressing human EP2, cAMP TR-FRET; cells stimulated with saturating PGE2; 260,000 compounds, 0.52% hits; inhibition, % at 25 µM; P43116;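 active means percent inhibition above 40 after rounding to a whole number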;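 further: rat C6 glioma host cells with rolipram phosphodiesterase inhibitor present; the protocol text gives 20 µM as final concentration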
zVAD death inh: L929 zVAD cell death inhibition | 220,000 compounds, 0.38% hits | viability rescue, % at 10 µM | L929 zVAD necroptosis rescue, ATP luminescence, 24 h; with zVAD 60 µM;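 active means activation, scaled between plate controls, above about 75%, limit read from the data; inactive means activation under that limit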;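 further: 0% = zVAD with DMSO and 100% = DMSO alone without zVAD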
Hck-Nef inh: blocks Nef-activated human Hck kinase. 220,000 compounds, 0.68% hits. P08631. Recombinant Hck-YEEI plus Nef, Z-Lyte FRET kinase assay. AID 463187. inhibition, % at 20 µM;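 active means Hck-Nef kinase inhibition above about 50%, limit read from the data; inactive means inhibition below that limit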;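 further: 0% = DMSO with Hck plus Nef and 100% = Hck alone without Nef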
PERK inh: inhibitors of human PERK kinase | Q9NZJ5 | CHO PERK-DD fusion, SEAP luminescence translation reporter | inhibition, % at 5.6 µM | 220,000 compounds, 0.17% hits | AID 1416;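 active means inhibition above the mean inhibition of all tested compounds plus 3 SD, set separately per screening campaign, cut at about 2.9% in these data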;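 further: PERK kinase domain activated by AP20187 dimerizer at 100 nM; 0% = DMSO with dimerizer and 100% = rapamycin at 8.4 µM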
Target sequence (Q9NZJ5 whole entry, looked up, the tested form may be a part): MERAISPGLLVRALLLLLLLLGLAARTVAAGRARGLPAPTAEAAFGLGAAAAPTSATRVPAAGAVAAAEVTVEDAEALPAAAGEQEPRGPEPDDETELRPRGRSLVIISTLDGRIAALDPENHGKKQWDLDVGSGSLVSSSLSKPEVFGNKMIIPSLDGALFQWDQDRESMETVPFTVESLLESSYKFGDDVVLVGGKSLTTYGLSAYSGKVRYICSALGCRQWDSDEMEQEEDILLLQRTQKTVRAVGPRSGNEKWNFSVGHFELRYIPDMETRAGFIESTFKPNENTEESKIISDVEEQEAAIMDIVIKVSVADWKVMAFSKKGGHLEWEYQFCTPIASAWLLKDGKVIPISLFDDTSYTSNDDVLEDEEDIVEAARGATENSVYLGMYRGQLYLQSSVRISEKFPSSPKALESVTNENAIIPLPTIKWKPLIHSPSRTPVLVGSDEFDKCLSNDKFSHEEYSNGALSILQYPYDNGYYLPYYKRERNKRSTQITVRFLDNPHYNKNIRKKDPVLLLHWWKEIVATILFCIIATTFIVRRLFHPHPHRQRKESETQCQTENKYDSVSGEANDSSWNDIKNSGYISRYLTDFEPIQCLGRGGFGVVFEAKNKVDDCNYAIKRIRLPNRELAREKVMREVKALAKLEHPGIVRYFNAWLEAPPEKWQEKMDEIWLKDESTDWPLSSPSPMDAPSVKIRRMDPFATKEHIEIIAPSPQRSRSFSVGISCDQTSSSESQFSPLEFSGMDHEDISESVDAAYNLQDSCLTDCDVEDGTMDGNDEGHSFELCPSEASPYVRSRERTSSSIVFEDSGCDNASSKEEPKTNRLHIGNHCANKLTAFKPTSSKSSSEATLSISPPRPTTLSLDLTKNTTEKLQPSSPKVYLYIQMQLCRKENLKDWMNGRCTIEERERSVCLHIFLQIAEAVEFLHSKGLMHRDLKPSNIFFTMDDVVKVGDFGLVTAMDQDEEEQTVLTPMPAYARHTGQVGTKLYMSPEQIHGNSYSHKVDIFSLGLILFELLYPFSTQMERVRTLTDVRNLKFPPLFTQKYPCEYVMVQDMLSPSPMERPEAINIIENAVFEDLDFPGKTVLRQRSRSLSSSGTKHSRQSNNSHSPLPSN
EP2 mod: EP2 receptor (human) modulation; EP2-expressing cells, cAMP HTRF FRET, PGE2 co-stimulation; induction, % at 25 µM; 260,000 compounds, 0.83% hits; P43116;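 active means compounds whose cAMP rise, as percent of the full-agonist control response, exceeds 60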;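 further: rat C6 glioma line stably carrying human EP2 under a CMV promoter; the protocol text gives 20 µM as final concentration; 100% = response of wells given 1 µM PGE2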
Runt-SMMHC FRET: blocks binding of human RUNX1 Runt domain to CBFb-SMMHC; Q01196+Q13951; 220,000 compounds, 0.74% hits; inhibition, % at 20 µM; Cerulean-Runt/Venus-CBFb-SMMHC FRET ratio 530/480, 1 h;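 active means mean inhibition across duplicate retests at 20 µM reaching about 50%, limit read from the data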;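 further: 0% = DMSO wells and 100% = wells with excess untagged CBFb-SMMHC; inhibitors lower the FRET ratio by blocking Runt binding to CBFb-SMMHC; some results filed as inactive read as strong as hits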
Runt-CBFb FRET: Runt domain-CBFb interaction inhibition; Cerulean-Runt/Venus-CBFb FRET ratio 530/480, 1 h; inhibition, % at 20 µM; 220,000 compounds, 0.46% hits;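 active means inhibition over about 50% at 20 µM in the single-dose screen, limit read from the data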;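 further: 0% = DMSO wells and 100% = excess unlabeled CBFb competitor control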
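Assay system: Cerulean-tagged RUNX1 Runt domain (FRET donor) fusion protein / Amount: 100 nM each of Venus-CBFb and Cerulean-Runt domain / Medium: Tris buffer pH 7.5 with salts and BSA / Also added: Venus-CBFb 100 nM / Schedule: 1 h complex formation plus 1 h compound treatment, room temperature / Signal: FRET fluorescence / Read-out: loss of energy transfer signal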
TNF necrop inh: TNF-alpha cell death inhibition in Jurkat FADD-/- cells; Jurkat FADD-/- TNF necroptosis rescue, ATP luminescence, 24 h; 0 = TNF only, 100 = no-TNF cells; activation (protection from cell death), % at 10 µM; 220,000 compounds, 0.068% hits;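 active means activation, meaning protection from cell death, of at least 50% relative to plate controls; inactive means activation below 50%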;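 further: necroptosis triggered by 40 ng/mL TNF-alpha added together with compound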
Starred values were filed as active, the others as inactive; x = no result given; & = joins results of further samples. Some of the compounds tested; rates above refer to the full screens.

nr	structure	zVAD death inh	Hck-Nef inh	PGE2 EP2 inh	PERK inh	EP2 mod	TNF necrop inh	RBBP9 inh	Runt-SMMHC FRET	Runt-CBFb FRET
1	COc1ccc(S(=O)(=O)N2CCc3ccccc3C2)cc1	14	18	5	0.5	14	1.2	5	-1	-2
2	Cc1cc(N2CCN(c3ccccc3)CC2)n2c(n1)nc1ccccc12	-0.6	1	7	-1.6	26	-8.9	-8	0	-3
3	Cc1cccc(/N=C2/NC(=O)C(Cc3ccccc3)S2)n1 (stereo not given)	25	27	4	0.3	2	1.0	-8	x	x
4	Cc1cc(Br)ccc1NC(=O)CNC(=O)Cn1ncc(Cl)c(Cl)c1=O	55	3	29	0.2	-23	-9.1	3	6	1
5	COc1ccc(NC(=O)CCN2CCC(C)CC2)cc1	-0.5	2	12	-1.2	5	0.4	-7	1	-2
6	CCOC(=O)C(C)Sc1ncnc2c1nnn2-c1ccc(F)cc1 (stereo not given)	-0.6	0	10	1.1	19	-4.2	10	0	-2
7	CCCCCCCCCC(=O)N/N=C/c1ccc(C)s1	0.0	-1	7	1.2	51	-0.4	-1	-2	0
8	O=S(=O)(Nc1ccc2nc(C(F)(F)F)[nH]c2c1)c1ccccc1	1.3	0	25	0.2	-17	0.4	-1	-1	0
9	CCNC(=S)N1CCN(c2ccccc2OCC)CC1	0.4	4	11	-0.4	-5	-0.1	2	-5	1
10	Cc1cc(C)c(N)c(C(=O)O)c1	-0.1	15	6	0.8	-3	1.8	0	0	2
11	CN(C(=O)c1ccccc1C(=O)c1ccccc1)C1CCS(=O)(=O)C1 (stereo not given)	0.7	4	4	-0.1	30	-0.4	1	-5	-1
12	S=c1nc(-c2ccccc2Cl)n(Cc2cccnc2)c2c1CCCC2	0.3	2	18	0.8	52	0.9	2	-4	0
13	Nc1nc2ccccc2n1C(=O)c1cccs1	1.3	2	5	-1.0	-32	7.7	-13	2	2
14	CC1CC(NC(=O)CC#N)CC(C)(C)C1 (stereo not given)	0.9	6	9	1.5	-1	5.4	2	0	2
15	CCc1c(C)c(C#N)c2nc3ccccc3n2c1NCc1ccccn1	1.8	21	8	0.5	-4	1.2	-10	65*	32
16	CCOc1ccc(N2C(=O)Nc3ccccc3C2(O)C(=O)NCc2ccc(C)cc2)cc1 (stereo not given)	4.2	22	10	0.8	3	-1.2	-6	2	1
17	C/C=C/C(=O)N1CC2(CC(c3cccc(NC(=O)CC(c4ccccc4)c4ccccc4)c3)=NO2)C[C@H]1C(N)=O (stereo not given in full)	-0.8	41	8	x	5	-0.6	x	-1	3
18	COc1cccc(/C=N/NC(=O)CNC(=O)c2cccs2)c1O	0.9	-27	7	-0.3	15	-6.1	-9	16	11
19	CCn1cc(CNC(=O)NC2CCCCC2)c(C)n1	2.0	2	10	-0.2	2	1.5	-6	4	-1
20	CCOC(=O)c1c(C)n(-c2ccccc2)c2ccc(O)cc12	2.8	18	1	0.5	56	0.5	-3	x	x
21	COc1ccc(N2CCN(C(=O)c3cccnc3)CC2)c([N+](=O)[O-])c1	0.4	5	6	0.4	-6	-0.2	-3	-2	1
22	C[C@]1(C(=O)NCCN2CCOCC2)C=C[C@@H](Cc2ccccc2)N1C(=O)c1ccccc1	1.2	-1	6	0.7	21	0.8	-7	2	1
23	CC(C)(CNC(=O)c1cc2ccccc2o1)N1CCOCC1	2.1	2	1	-0.2	-6	0.7	-7	-1	-3
24	CS(=O)(=O)c1ccc2nc(NC(=O)C3=NN(c4ccccc4)C(=O)CC3)sc2c1	0.9	21	8	0.9	2	-2.7	-6	-2	1
25	O=C(CSc1nnc(-c2ccncc2)o1)NCc1ccccc1Cl	x	4	13	0.5	20	1.4	-8	2	-1
26	CCCCn1nc(-c2ccccc2)c2nc3ccccc3nc21	0.5	0	11	0.3	18	-1.4	0	11	-136
27	Cc1c(-c2ccccc2)oc2c(C(=O)OCC(=O)Nc3cccc(F)c3)cccc2c1=O	1.1	3	17	0.5	-11	1.3	-9	-1	-3
28	CCC(=O)Nc1ccc(S(=O)(=O)NCC2CCCO2)cc1 (stereo not given)	1.5	5	15&9	0.8	6&3	1.3	1	-4	0
29	Cn1nnnc1SCC(=O)Nc1cc(S(=O)(=O)N2CCCC2)ccc1Cl	-0.9	24	10	1.0	-1	-0.4	-5	-1	2
30	NCCNC[C@@H]1COC2(CCCCCCCCCCC2)O1	-0.5	21	4	-1.0	-12	-4.6	-14	-4	0
31	O=[N+]([O-])C(/C=C(\Cl)[N+](=O)[O-])=C1N(Cc2ccc(Cl)nc2)CCN1Cc1ccc(Cl)nc1	0.4	0	16	-0.3	-8	-13	-11	-22	-3
32	O=C(c1ccc(OC2CCN(C(=O)c3cccnc3)CC2)cc1)N1CCCCCC1	-0.1	11	2	0.8	-10	1.1	-6	0	-1
33	O=c1[nH]c(SCc2ccccc2F)nc2ccccc12	12	13	15	2.0	49	0.2	1	-2	-2
34	COc1cc(NC(=O)c2cncc(-c3ccc(C#N)cc3)c2)cc(C(=O)Nc2cccc(C(F)(F)F)c2)c1	0.6	32	12	x	6	0.1	x	1	1
35	S=c1[nH]nc(-c2ccncc2)n1/N=C/c1ccccc1	1.5	3	12	0.9	4	1.1	-5	11	12
36	COc1ccc(Oc2coc3cc(OC(=O)/C=C/c4ccccc4)ccc3c2=O)cc1	2.1	6	3	0.6	-13	2.6	4	2	1
37	NC(=S)N/N=C/c1coc2ccc(Br)cc2c1=O	-0.1	73*	11	0.5	-5	0.1	-19	0	3
38	CC(C)C(c1nnnn1C1CCCCC1)N1CCCc2ccccc21 (stereo not given)	x	-9	12	0.3	38	0.6	6	3	-3
39	O=c1c2cnn(-c3ccc(F)cc3)c2ncn1Cc1ccc(F)cc1	x	-2	1	1.4	2	0.2	-1	5	0
40	C=CCn1c(C)cc(C(=O)Cn2nc(C(=O)O)c3ccccc3c2=O)c1C	75	26	5	-0.1	-68	-3.0	-3	4	-1
41	CN(C)S(=O)(=O)c1cccc(C(=O)Nc2cc(Cl)cc(Cl)c2)c1	1.4	3	27	-1.3	-46	1.6	-11	3	1
42	CN(Cc1ccccc1)C(=O)c1cc(-c2ccc(Br)cc2)on1	-0.2	1	6	0.3	-17	-1.2	3	1	-1
43	COc1c(Br)cc([N+](=O)[O-])c(OC)c1C(=O)NC(=O)Nc1nc(C)cc(C)n1	0.7	4	15	0.4	18	0.6	5	-5	1
44	CCOc1nc(Nc2cc(Cl)ccc2OC)nc(OCC)n1	-1.0	9	8&2	0.9	22&18	-2.8	-5	-6	-2
45	COc1cc(/C=C2\CC/C(=C\c3ccc(OCCO)c(OC)c3)C2=O)ccc1OCCO	42	2	6	-0.4	-49	-2.9	-1	-95	-30
46	CCc1cccc(CC)c1NC(=O)CSc1nnc(CCC(=O)O)c(=O)[nH]1	1.6	26	5	0.7	18	0.6	-10	-4	1
47	Cc1c(O)ccoc1=O	0.4	-6	17	1.9	11	0.0	10	-7	1
48	Cc1ccc(C(=O)NCCCN2CCOCC2)cc1	-0.6	4	-7	-0.3	x	-1.3	-6	x	x
49	COc1ccc(/C=N/N=C2/NC(=O)C(CC(=O)O)S2)cc1OCc1ccccc1Cl (stereo not given)	1.8	4	4	0.7	-6	0.8	-1	-1	2
50	O=Cc1sc([O-])nc1-[n+]1ccc2ccccc2c1	-0.2	21	1	1.2	33	1.0	1	2	8
51	CCN1C(=O)/C(=C\C=C\c2ccccc2[N+](=O)[O-])SC1=S	2.4	16	3	0.7	13	-0.8	-8	-4	0
52	O=C(CNc1cccc(Cl)c1)c1ccc(Cl)cc1	0.1	13	5	0.8	37	-4.8	-5	-1	0
53	CCCCNCC(O)(c1ccc(Cl)cc1)c1ccc(Cl)cc1	2.1	-11	2	-1.2	-7	2.3	3	-1	0
54	COc1ccc(S(=O)(=O)n2oc(=O)cc2-c2ccccc2)cc1	-0.6	6	15	0.3	20	0.0	-4	2	-1
55	CCCCc1ccc(NC(=S)NCc2cccs2)cc1	0.1	2	4	-0.6	7	-4.4	-6	-1	-3
56	Cc1cccc(C)c1NC(=S)N(Cc1ccccc1)Cc1cccnc1	-0.5	24	2	-0.9	18	-0.4	-6	5	1
57	COc1cccc(C(=O)NCC2CCN(c3ccc(S(=O)(=O)N4CCOCC4)cc3)CC2)c1	-0.5	0	21	-1.1	-49	-0.2	2	2	-2
58	Cc1ccc(SC(C)C(=O)NCc2ccc(F)cc2)cc1 (stereo not given)	2.8	23	8	0.6	-31	2.6	-2	1	-1
59	COC(C[C@@H](O)C[C@@H](O)COCc1ccccc1)OC	0.1	26	7	x	-17	0.7	x	2	-1
60	Cc1cc2c(OCC(O)CN3CCCC3)cccc2[nH]1 (stereo not given)	-2.1	5	10	-0.6	-23	1.6	-8	-1	-1

Later entries
nr	structure	zVAD death inh	Hck-Nef inh	PGE2 EP2 inh	PERK inh	EP2 mod	TNF necrop inh	RBBP9 inh	Runt-SMMHC FRET	Runt-CBFb FRET
61	Cc1ccc(S(=O)(=O)N2CCC(C)CC2)cc1[N+](=O)[O-]	-0.4	14	6	1.6	-11	0.9	4	-2	2
62	C=CCNC(=O)c1ccc(-c2nc(-c3ccccc3)cs2)cc1	5.4	0	2	1.5	-22	-6.9	-2	-9	1
63	COc1ccc(-n2c(C)cc(C(=O)CN3C(=O)c4ccccc4C3=O)c2C)cc1	-0.6	3	4	0.4	15	2.3	-8	-2	-2
64	OCCC1CN(Cc2cccn2-c2cccnc2)CCN1C1CCCC1 (stereo not given)	0.0	-4	10	-0.3	-4	3.2	1	0	-1
65	CN(c1ccccc1)c1nc(N)c([N+](=O)[O-])c(NCCO)n1	1.3	-2	0	1.3	4	-1.0	-6	0	1
66	COc1cc(OC)cc(C(=O)NCC(=O)OCc2cc(=O)oc3cc(OC)ccc23)c1	-0.3	8	9	0.8	-31	2.3	-3	0	-2
67	Cc1cc(NC(=S)N(CCN2CCCCC2)Cc2ccco2)ccc1Cl	-1.0	-4	10	-0.5	28	1.1	-6	1	-1
68	COCCNC(=O)C1CCC(=O)N(c2ccc(OC)cc2)C1c1ccc(OC)c(OC)c1 (stereo not given)	-1.0	2	10	0.5	15	0.4	3	1	2
69	Cc1cc(C(=O)NN)c(Cl)cc1Cl	0.5	17	5	0.8	-10	1.8	-3	1	1
70	Cc1cccc(-c2n[nH]c(=S)n2/N=C/c2cccs2)c1	0.6	1	1	1.2	4	0.8	-3	14	15
71	O=C(Nc1ccc(N2CCOCC2)cc1)c1ccc([N+](=O)[O-])cc1	3.1	20	7	-0.6	-1	0.9	-1	-1	3
72	c1ccc(-c2cc3c(N4CCCC4)ncnc3s2)cc1	71	19	11	0.8	59	-1.2	-8	-7	0
